Mdm2 MdmX PPI – inhibitors of human Mdm2-MdmX association, primary screen, cell-based, luminescence, split luciferase, SaOS-2, uHTS | inhibition, % at 8 µM | SaOS-2 split-luciferase Mdm2/MdmX complementation | actives 3% (n = 330,000);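 active = inhibition of at least 50% at 8 µM in the primary screen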
Target sequence (O15151 whole entry, looked up): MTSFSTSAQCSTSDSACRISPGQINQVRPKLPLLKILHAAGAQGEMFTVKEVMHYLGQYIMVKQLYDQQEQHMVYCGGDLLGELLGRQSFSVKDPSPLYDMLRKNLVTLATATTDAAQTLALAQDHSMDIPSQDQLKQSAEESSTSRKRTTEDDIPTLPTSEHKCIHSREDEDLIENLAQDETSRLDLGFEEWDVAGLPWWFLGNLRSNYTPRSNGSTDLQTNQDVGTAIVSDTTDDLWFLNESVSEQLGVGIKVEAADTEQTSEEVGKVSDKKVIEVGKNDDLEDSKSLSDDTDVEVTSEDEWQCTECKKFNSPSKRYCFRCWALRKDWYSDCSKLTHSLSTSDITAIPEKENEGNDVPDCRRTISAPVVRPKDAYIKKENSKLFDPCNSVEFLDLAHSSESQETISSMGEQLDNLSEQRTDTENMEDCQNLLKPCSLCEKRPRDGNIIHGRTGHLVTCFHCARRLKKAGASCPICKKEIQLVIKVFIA
Target sequence (Q00987 whole entry, looked up): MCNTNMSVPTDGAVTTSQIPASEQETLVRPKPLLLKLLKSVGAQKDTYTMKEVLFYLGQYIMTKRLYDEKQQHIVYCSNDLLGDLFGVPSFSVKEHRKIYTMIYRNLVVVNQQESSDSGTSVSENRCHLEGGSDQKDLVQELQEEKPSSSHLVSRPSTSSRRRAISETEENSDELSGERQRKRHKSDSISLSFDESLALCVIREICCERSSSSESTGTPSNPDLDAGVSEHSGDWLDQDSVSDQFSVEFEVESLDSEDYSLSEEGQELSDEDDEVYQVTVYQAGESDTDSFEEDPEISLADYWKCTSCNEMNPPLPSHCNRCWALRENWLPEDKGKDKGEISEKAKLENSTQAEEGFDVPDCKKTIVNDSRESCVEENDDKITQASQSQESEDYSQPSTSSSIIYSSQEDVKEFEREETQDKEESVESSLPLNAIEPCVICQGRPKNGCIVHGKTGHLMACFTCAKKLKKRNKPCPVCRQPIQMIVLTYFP
Jurkat NFkB inh – inhibitors of induced NF-kB luciferase reporter, primary screen, TCR NF-kB activation inhibitor project, cell-based, luminescence, uHTS; actives 0.53% (n = 330,000); Jurkat, PMA/ionomycin-induced NF-kB luciferase reporter; AID 435003, 2010; inhibition, % at 4 µM; in the data active = inhibition above about 50%
CHOP UPR activ – activators of apoptotic CHOP UPR arm, primary screen, cell-based, CHO-CHOP luciferase reporter, luminescence, uHTS | UPR activation; percent of tunicamycin response over DMSO baseline | activation, % at 10 µM | actives 0.34% (n = 330,000) | AID 449763, 2010;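 active = at 10 µM dose, activation of 40% or more, normalized to positive control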;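 also: 100% = tunicamycin at 10 µg/mL and 0% = DMSO alone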
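System: CHO-CHOP luciferase reporter cell line | Buffer or medium: F12 medium containing 10% fetal bovine serum | Doses: One dose, 10 µM in 0.5% DMSO | Times: 6 h compound exposure at 37 °C after overnight seeding | Signal: Luciferase luminescence | Read-out: % activation vs tunicamycin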
TIM10 inh – growth inhibitors of isogenic TIM10 control yeast, primary screen, counter-screen for tim10-1 yeast inhibitor project, luminescence, uHTS; actives 1.4% (n = 330,000); inhibition, % at 10 µM; S. cerevisiae TIM10 strain growth, BacTiter-Glo luminescence, 24 h; AID 463195, 2010;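 active = inhibition of 40% or more at the single tested concentration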;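 also: wild-type TIM10 isogenic control strain grown at permissive 25 °C; 0% = DMSO yeast wells and 100% = minimal medium wells without yeast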
XBP1 UPR activ – activators of adaptive XBP1 UPR arm, primary screen, cell-based, CHO-XBP1 luciferase reporter, luminescence, uHTS. IRE1-XBP1 UPR activation; percent of tunicamycin response, DMSO as zero. activation, % at 20 µM. actives 0.33% (n = 330,000);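 active = versus positive control, 20 µM dose yields 30% or more activation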;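 also: 100% = tunicamycin at 10 µg/mL and 0% = DMSO only wells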
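Material: CHO-XBP1 cells stably carrying IRE1-XBP1-driven luciferase reporter / Amount: 1000 cells per well / Compound: 20 µM, 1% DMSO / Times: 6 h treatment, 37 °C / Detection: luciferase luminescence / Measure: % activation of reporter signal versus tunicamycin and DMSO controls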
697 NFkB inh – inhibitors of PMA/ionomycin-induced NF-kB reporter, 697 cells, primary screen, B-cell NF-kB inhibitor project, cell-based, luminescence, uHTS. 697 B-cell NF-kB luciferase reporter, 16 h. inhibition, % at 4 µM. actives 0.33% (n = 330,000). AID 435022, 2010; in the data active = inhibition above about 35%
tim10-1 inh – growth inhibitors of tim10-1 mutant yeast, primary screen, luminescence, uHTS; S. cerevisiae tim10-1 ts strain growth, BacTiter-Glo, 24 h; inhibition, % at 20 µM; actives 2.2% (n = 330,000);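 active = inhibition of at least 40%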;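 also: mutant grown at 25 °C; 0% = DMSO wells with yeast and 100% = wells holding no yeast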
tim23-1 inh – growth inhibitors of tim23-1 mutant yeast, primary screen, luminescence, uHTS; S. cerevisiae tim23-1 growth, BacTiter-Glo luminescence, 24 h; inhibition, % at 20 µM; actives 1.3% (n = 330,000); AID 463212, 2010;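 active = growth inhibition of the mutant yeast at or above 50%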;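 also: temperature-sensitive mutant grown at 25 °C; plate controls were DMSO-treated mutant yeast for no effect and medium wells lacking yeast for full effect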
Numbers without * were called inactive; · = no result given.

item	molecule	Mdm2 MdmX PPI	Jurkat NFkB inh	CHOP UPR activ	TIM10 inh	XBP1 UPR activ	697 NFkB inh	tim10-1 inh	tim23-1 inh
1	CN(C(=O)/C=C/c1ccc([N+](=O)[O-])s1)c1ccccc1	48	10	1.5	43*	0	-5	45*	53*
2	C=CCCCCCCCCc1nc(SCC(C)=O)n[nH]1	-7	-12	0.0	-7	-2	-31	24	22
3	CC1CC(C)(C)NC(=S)N1CCC(=O)N1CCN(Cc2ccccc2)CC1 (centres undefined)	10	-1	0.5	-2	1	23	4	10
4	COc1ccc(C(=O)NCC(=O)N2CCN(C(=O)c3ccco3)CC2)cc1	1	-7	-2.0	9	-4	2	-2	-4
5	CC(=O)C1=C(O)C(=O)N(c2ccccn2)C1c1ccc(Cl)cc1 (centres undefined)	-10	-21	4.0	14	-3	2	13	21
6	O=C(CSc1nccn1Cc1ccccc1)Nc1nccs1	-30	1	0.8	8	1	-2	3	8
7	Cc1cc([N+](=O)[O-])nn1Cc1c(F)c(F)c(F)c(F)c1F	-2	0	0.9	13	2	16	22	15
8	O=C(CN1CCN(c2ccccc2F)CC1)Nc1nnc(C(F)(F)F)s1	-6	-7	-1.2	-1	2	1	-18	25
9	O=S(=O)(Nc1cccc(-c2ccc3nncn3n2)c1)c1cccc(F)c1	9	1	-0.8	-8	-1	9	-16	-8
10	Cc1ccnc(NC(=O)CCC(=O)N(CC(=O)NC2CCCCC2)Cc2ccccc2)c1	21	-22	-0.5	0	-3	-4	16	10
11	COc1ccc(N(C)S(=O)(=O)c2cccc(C(=O)NC3CCCC3)c2)cc1	5	-11	1.1	-18	1	-4	31	9
12	NC(=O)C1CCN(C(=O)/C=C/c2ccccc2[N+](=O)[O-])CC1	-8	-2	-1.1	-17	-4	1	2	-2
13	O=C(Nc1ccc([N+](=O)[O-])cn1)c1ccc(Br)o1	-25	0	1.8	7	1	2	15	6
14	COC(=O)c1cc(C(=O)NNC(=O)c2ccc3c(c2)OCO3)cc([N+](=O)[O-])c1	0	11	-1.7	1	-1	-2	-4	-5
15	COCCNC(=O)CSc1nc2cc(OC)c(OC)cc2c(=O)n1CCc1ccc(S(N)(=O)=O)cc1	10	-6	-0.8	13	-2	2	-2	14
16	CC12CCC(C(=O)Nc3ncc([N+](=O)[O-])s3)(OC1=O)C2(C)C (centres undefined)	18	3	0.0	-3	-1	0	24	31
17	CCN(CC(=O)Nc1ccc(NC(C)=O)cc1)C(=O)/C=C/c1ccc2c(c1)OCO2	2	6	1.0	-3	-4	12	-12	-4
18	COc1cccc(NC(=O)CN(C)C(C)C(=O)Nc2ccc(S(=O)(=O)N3CCCC3)cc2)c1 (centres undefined)	18	-9	-1.7	9	-2	6	3	0
19	OCc1cccc[n+]1Cc1ccccc1	-7	16	0.3	9	2	16	0	-10
20	O=C(CSC1CCCCC1)Nc1ccccc1Br	4	-5	7.4	-4	1	12	1	9
21	Cc1ccc(Cn2ccc(=O)c(OCc3c(Cl)cccc3Cl)c2C)cc1	20	17	-0.6	14	4	-21	36	5
22	Cc1ccccc1-n1ncc2c1CC(C)(C)CC2NC(=O)CCN1CCCCC1=O (centres undefined)	16	-11	1.4	4	-5	11	-10	-5
23	COc1ccc(C2C(Oc3ccccc3)C(=O)N2c2cc(C)ccc2C)cc1OC (centres undefined)	-30	-15	1.0	15	1	2	-12	21
24	COc1ccc(CNC(=O)c2c(O)c3ccccc3n(C)c2=O)cc1	12	-14	1.4	-1	3	10	1	24
25	COc1ccc(NC(=O)C2COc3ccccc3O2)cc1 (centres undefined)	5	-77	5.4	-1	4	6	22	9
26	O=S(=O)(c1ccc(N2CCN(CCO)CC2)nc1)N1CCOCC1	3	-2	0.3	-5	-1	-6	-13	-7
27	S=C(Nc1ccccc1)Nc1nc2ccccc2n1CCOc1ccc(Cl)cc1	84*	-7	0.3	7	1	-2	17	15
28	COC(=O)C(Cc1ccc(OC(=O)c2ccccc2Cl)cc1)N1Cc2ccccc2C1=O (centres undefined)	2	-21	3.1	8	1	-64	19	24
29	CCOC(=O)CSc1nnc(-c2ccc(OC)cc2OC)o1	-16	-3	-1.9	1	4	-12	8	8
30	CS(=O)(=O)c1ccccc1-c1nc(-c2cccc(Cl)c2)no1	-18	-25	2.4	-5	1	-19	35	29
31	Cc1cc(C(=O)N2CCN(S(=O)(=O)c3ccc(C)c(C)c3)CC2)no1	0	9	0.5	-2	-3	-19	7	16
32	COc1ccc2cc3cc(C(=O)NCc4ccco4)oc3nc2c1	-23	-5	2.6	40	0	-34	25	30
33	Cc1cc(Oc2nc3ccccn3c(=O)c2/C=C(\C#N)C(=O)NC2CCS(=O)(=O)C2)ccc1Cl (centres undefined)	13	-12	2.0	-6	-2	-1	16	20
34	O=c1c2cn[nH]c2[nH]c(=S)n1-c1cccc(Cl)c1	1	-5	1.8	-8	0	-17	11	0
35	Cn1c2c(c(=O)n(C)c1=O)C(NC(=O)C(C)(C)C)(C(F)(F)F)C(=O)N2 (centres undefined)	20	-5	-1.7	-12	-2	9	-6	2
36	OC[C@@H]1[C@@H](c2ccccc2)C(c2cccc(Cl)c2)=NN1c1ccccc1	21	·	-0.1	5	0	-42	26	52*
37	O=C(NC1CCN(Cc2ccccc2)CC1)c1ccc2c(c1)[nH]c(=O)n2Cc1ccc(F)cc1	41	64*	0.9	9	-4	-8	-12	-3
38	CN(C)CCCOC(=O)c1ccccc1Cl	17	3	1.3	4	0	5	-1	12
39	N#CCCn1cc(C(=O)CN2C(=O)C(=O)N(C3CCCC3)C2=O)c2ccccc21	18	7	-1.1	5	-1	0	6	16
40	CCCNC(=O)Nc1ccc(NC(C)=O)cc1	8	7	-1.0	-3	-1	9	6	2

Part of the list above, in transposed form:
[34] O=c1c2cn[nH]c2[nH]c(=S)n1-c1cccc(Cl)c1
[38] CN(C)CCCOC(=O)c1ccccc1Cl

| assay / entry | 34 | 38 |
| --- | --- | --- |
| Mdm2 MdmX PPI | 1 | 17 |
| Jurkat NFkB inh | -5 | 3 |
| CHOP UPR activ | 1.8 | 1.3 |
| TIM10 inh | -8 | 4 |
| XBP1 UPR activ | 0 | 0 |
| 697 NFkB inh | -17 | 5 |
| tim10-1 inh | 11 | -1 |
| tim23-1 inh | 0 | 12 |

Next section:
item	molecule	Mdm2 MdmX PPI	Jurkat NFkB inh	CHOP UPR activ	TIM10 inh	XBP1 UPR activ	697 NFkB inh	tim10-1 inh	tim23-1 inh
41	Cc1cc(SCc2ccc(Cl)c(Cl)c2)nc(=O)[nH]1	-11	-8	0.0	3	-1	-11	-5	18
42	CC(C)(C)NC(=O)CN(C(=O)C(=O)Nc1ccc2c(c1)OCCO2)N1CCOCC1	-6	4	1.6	-10	3	7	-11	-11
43	COCC(=O)NC1CC(C)(C)Cc2c1cnn2-c1ccc(F)cc1 (centres undefined)	26	1	1.5	0	-1	-11	14	6
44	COCCOc1ccc(C(F)(F)F)cc1NC(=O)CN1C(=O)NC2(CCc3ccccc32)C1=O (centres undefined)	0	-5	3.9	-4	0	10	1	3
45	C/[N+]([O-])=C\c1coc2ccccc2c1=O	18	-12	-0.4	-11	-6	-4	-24	-12
46	O=C(NCC1CCCO1)c1ccc(NC(=O)C2CC=CCC2C(=O)O)cc1 (centres undefined)	16	-5	-2.0	-9	0	-16	-2	4
47	CCOC(=O)[C@@H]1[C@H]2COc3ccccc3[C@H]2N2C(=O)N(c3cccc(Cl)c3)C(=O)[C@]12C	6	5	0.2	-10	0	10	-29	11
48	O=C(OCC(=O)N1CCN(c2ccccc2)CC1)c1nc(Cl)ccc1Cl	8	3	-0.5	-7	3	9	-6	-2

Structures from the list above with an NH in an aromatic ring, in the order listed:
item	molecule	Mdm2 MdmX PPI	Jurkat NFkB inh	CHOP UPR activ	TIM10 inh	XBP1 UPR activ	697 NFkB inh	tim10-1 inh	tim23-1 inh
2	C=CCCCCCCCCc1nc(SCC(C)=O)n[nH]1	-7	-12	0.0	-7	-2	-31	24	22
34	O=c1c2cn[nH]c2[nH]c(=S)n1-c1cccc(Cl)c1	1	-5	1.8	-8	0	-17	11	0
37	O=C(NC1CCN(Cc2ccccc2)CC1)c1ccc2c(c1)[nH]c(=O)n2Cc1ccc(F)cc1	41	64*	0.9	9	-4	-8	-12	-3
41	Cc1cc(SCc2ccc(Cl)c(Cl)c2)nc(=O)[nH]1	-11	-8	0.0	3	-1	-11	-5	18

(further entries)
item	molecule	Mdm2 MdmX PPI	Jurkat NFkB inh	CHOP UPR activ	TIM10 inh	XBP1 UPR activ	697 NFkB inh	tim10-1 inh	tim23-1 inh
49	O=P(OC1CCCCC1)(OC1CCCCC1)C(O)c1ccc(Cl)cc1Cl (centres undefined)	4	26	-1.0	31	4	9	28	30
50	Cc1oc2c(CN3CCCCC3C)c(O)ccc2c(=O)c1-c1ccc(Br)cc1 (centres undefined)	15	-9	0.4	5	-7	3	28	19
51	CSCCC(NC(=O)c1ccccc1Cl)C(=O)NNC(=O)c1ccncc1 (centres undefined)	13	8	0.2	4	-3	5	-1	20
52	CC(=O)COc1ccc2c(-c3ccccc3)cc(=O)oc2c1C	9	-16	-0.8	-40	2	8	-43	16
53	CCn1nnc(NC(=O)c2c(OC)cccc2OC)n1	-22	-16	-1.4	-13	-2	2	2	-2
54	COc1ccc(Cl)cc1C(=O)NCCCSc1ccccc1	13	2	0.2	-10	-2	11	-139	10
55	CCCCNC(=S)Nc1ccccc1F	-20	3	-3.0	13	0	10	18	6
56	CCOc1ccc(OCC)c(NC(=O)CSCC(=O)O)c1	-11	-1	-0.7	-1	-1	-11	14	8
57	O=P(c1ccccc1)(c1ccccc1)C(c1ccccn1)P(=O)(c1ccccc1)c1ccccc1	-28	2	1.9	21	1	-6	16	11
58	COC(=O)c1cnn2c(C(F)(F)F)cc(-c3ccccc3)nc12	14	12	0.8	15	0	7	7	12
59	C[C@H]1CN([C@@H](C)CO)C(=O)c2cccc(NC(=O)C3CC3)c2O[C@H]1CN(C)CC1CCCCC1	14	4	1.2	-2	2	11	11	15
60	COCCCN1CC(=O)N2C(c3cccc(OC)c3)c3[nH]c4ccccc4c3C[C@H]2C1=O (some centres undefined)	23	-19	-2.6	8	-1	11	10	9
61	Cc1cc(C)n2nc(SCc3ccccc3C(=O)O)nc2n1	2	1	0.3	-1	-4	6	-10	0

From PubChem BioAssay
